pAkt inh = blocks phosphorylation of Akt; AID 651550; Neuro2A IGF-stimulated pAkt S473 HTRF, 20 min; hits give low values; activity change, % for hits at 50 µM; 0.32% of 360,000 active; in the data active = activity change below about -80%; inconclusive = mostly about -51% to -80%; note: % is set by controls: 0 for no effect and ±100 for the full control effect
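Single-point screen (50 µM final compound) in Neuro2A cells stimulated 20 min with 6 nM IGF at 37 deg C. After lysis, Ser473-phosphorylated Akt read by HTRF (ex 330 nm, em 615/665 nm) as the 665/615 ratio.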
TGFb SMAD3 inh = inhibitors of TGF-b signaling | AID 588855 | HepG2 CAGA-GFP TGF-b/SMAD3 reporter, GFP fluorescence, 18 h; TGF-beta stimulated, 500 pg/mL final | Potency, µM (highest dose often 46.1 µM), inactives show top-dose activity, negative = inhibition, actives largely listed as inhibitors | 1.2% of 410,000 active; note: potency is the fitted concentration of half-maximal effect; % is set by controls: 0 for no effect and ±100 for the full control effect; nearly all actives have a fitted effect of over 65% in size
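Per well, imaged GFP fluorescence of HEPG2 CAGA-GFP cells gives the signal; cells get compound, then TGF-beta (500 pg/mL final), 18 h at 37 degrees C; %Activity versus -TGF-beta and +DMSO controls.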
Nrf2 inh = blocks Nrf2 signaling. 2.1% of 360,000 active. A549 ARE-Fluc reporter, luciferase luminescence, 18-24 h. AID 504444. Potency, µM (series often up to 46 µM), without a hit: top-dose activity change, negative = inhibition, most hits filed as inhibitors; note: potency is the fitted concentration of half-maximal effect; % is set by controls: 0 for no effect and ±100 for the full control effect; nearly all actives have a fitted effect of over 60% in size
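Reporter: ARE-Fluc in A549. Exposure: 18-24 h, 37 °C, 5% CO2, 5% FBS OPTI-MEM. Readouts: fluorescent cytotoxicity (CellTiter-Fluor), then luminescent Nrf2 signal after BugLite.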
A549 viability = counter-screen for Nrf2 inhibitors: cytotoxicity in A549 cells; 0.16% of 390,000 active; A549 ARE-Fluc cells, CellTiter-Fluor viability, 18-24 h; Potency, µM (titrated, usually from 46 µM), without a hit: at the highest dose activity change, negative = cytotoxicity, usual class: inhibitors; note: potency is the fitted concentration of half-maximal effect; % is set by controls: 0 for no effect and ±100 for the full control effect
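A549 ARE_Fluc cells in 5% FBS OPTI-MEM were exposed to compounds in concentration-response for 18-24 h at 37 deg C. Viability was read by CellTiter-Fluor fluorescence (Ex 405/Em 525) after 30 min, before the luciferase read.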
EPAC2 agonist = agonists of human EPAC2 (RAPGEF4); EPAC2 activation, biochemical qHTS; response scale: 100% = 6.5 mM cAMP response; Potency, µM (doses to about 154 µM), without a hit: top-dose activation, most hits filed as activators; Q8WZA2; 0.079% of 360,000 active; AID 720711; note: potency is the fitted concentration of half-maximal effect; nearly all actives have a fitted effect of over 50% in size
Target sequence (Q8WZA2 whole entry, looked up): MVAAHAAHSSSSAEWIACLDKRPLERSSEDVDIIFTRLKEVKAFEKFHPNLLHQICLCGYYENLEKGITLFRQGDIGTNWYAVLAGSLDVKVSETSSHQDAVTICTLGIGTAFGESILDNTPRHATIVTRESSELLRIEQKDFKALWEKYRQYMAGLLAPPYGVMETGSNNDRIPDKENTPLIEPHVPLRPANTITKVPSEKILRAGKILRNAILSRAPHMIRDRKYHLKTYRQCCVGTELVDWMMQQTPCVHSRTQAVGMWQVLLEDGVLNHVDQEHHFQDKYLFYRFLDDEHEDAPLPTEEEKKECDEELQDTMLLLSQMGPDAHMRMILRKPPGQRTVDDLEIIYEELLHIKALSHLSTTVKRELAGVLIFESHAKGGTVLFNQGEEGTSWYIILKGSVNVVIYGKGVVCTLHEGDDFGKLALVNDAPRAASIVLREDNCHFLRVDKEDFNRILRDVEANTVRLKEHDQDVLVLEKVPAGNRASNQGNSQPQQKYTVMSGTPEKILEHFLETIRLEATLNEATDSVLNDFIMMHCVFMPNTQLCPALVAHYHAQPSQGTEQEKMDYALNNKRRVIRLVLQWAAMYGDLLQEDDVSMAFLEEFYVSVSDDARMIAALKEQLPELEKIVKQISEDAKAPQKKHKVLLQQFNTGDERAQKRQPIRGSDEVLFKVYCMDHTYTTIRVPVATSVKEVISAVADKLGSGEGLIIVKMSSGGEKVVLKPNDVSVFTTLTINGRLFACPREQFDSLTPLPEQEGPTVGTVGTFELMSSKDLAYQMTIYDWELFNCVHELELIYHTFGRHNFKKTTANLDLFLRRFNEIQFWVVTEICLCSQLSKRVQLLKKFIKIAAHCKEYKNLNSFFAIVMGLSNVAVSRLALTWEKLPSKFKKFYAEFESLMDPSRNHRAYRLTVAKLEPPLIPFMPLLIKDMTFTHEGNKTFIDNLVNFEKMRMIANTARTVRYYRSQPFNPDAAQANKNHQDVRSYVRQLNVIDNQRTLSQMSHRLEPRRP
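Compounds were added across a concentration range to EPAC2 (100 nM), RAP1B-BODIPY-GDP (250 nM) and GDP (50 uM). After 5 min at room temperature, fluorescence was recorded at 5-min intervals for 30 min.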
Mm-Cpn inhibitor = blocks the Methanococcus maripaludis chaperonin Mm-Cpn; purified Mm-Cpn ATPase, ADP Transcreener TR-FRET; Potency, µM (doses to about 76.9 µM), for inactives: at the highest dose activity, negative = inhibition, actives largely listed as inhibitors; 0.031% of 330,000 active; AID 504842; note: potency is the fitted concentration of half-maximal effect; % is set by controls: 0 for no effect and ±100 for the full control effect; nearly all actives have a fitted effect of over 80% in size
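Compound-treated chaperonin, 25 nM final, turns over 10 uM ATP at 37°C for 30 min following a 10 min preincubation; ADP generated competes with ADP-d2 for Eu-cryptate antibody, lowering FRET.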
Nrf2 activator = activators of Nrf2 (ARE) signaling; AREc32 ARE-luciferase reporter (MCF7-derived line), luminescence, 24 h; Potency, µM (doses to about 46.1 µM), for the others: top-dose activation, hits mostly activators; 0.31% of 410,000 active; AID 624171; note: potency is the fitted concentration of half-maximal effect; % of control where 0% means no effect; nearly all actives have a fitted effect of over 65% in size
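AREc32 cells carrying an ARE-driven firefly luciferase, 1000 cells/well in OPTI-MEM with 5% FBS, dosed after overnight attachment and incubated 24 hr at 37 deg C. Steady-Glo luminescence read after 30 min at RT.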
EPAC2 antag = EPAC2 (human) antagonism. EPAC2 GEF exchange of Rap1B-BODIPY-GDP, fluorescence. Potency, µM (titrated, usually from 114 µM), inactives show at the highest dose activity, negative = inhibition, actives largely listed as inhibitors. 0.18% of 360,000 active. AID 720708; note: potency is the fitted concentration of half-maximal effect; % is set by controls: 0 for no effect and ±100 for the full control effect; nearly all actives have a fitted effect of over 45% in size; many of its hits are not listed in these tables
CCT modulator = changes cytosolic chaperonin activity. purified chaperonin ATPase assay, HTRF ADP detection, 30 min. activity change, % (concentration not given with the values), hits read low. 0.3% of 360,000 active. AID 651819; in the data active = activity change below about -30%; note: % is set by controls: 0 for no effect and ±100 for the full control effect
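TRiC at 40 or 20 nM final (batch-dependent) in 30 mM Tris pH 7.4, 100 mM KCl, 5 mM MgCl2, 1 mM DTT, with compound at single 76 uM and 10 uM ATP, 30 min at 37 deg C. ADP detected by HTRF Transcreener, 665/615 ratio.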
* = called active by the depositor. Unless noted, calls come from the whole dose curve; as a rule, active = well fitted curve in the direction sought with a large enough effect; inconclusive = small, poorly fitted or top-dose-only effect, or another doubt; inactive = no such curve, though single readings can be large; an effect the other way counts as inactive or inconclusive.

Screening COCCn1c(SCC(=O)NCC2CCCO2)nc2c(c1=O)SCC2 (configuration not stated) returned pAkt inh inactive, TGFb SMAD3 inh 5%, Nrf2 inh 16%, A549 viability -4%, EPAC2 agonist -1%, Mm-Cpn inhibitor 3%, Nrf2 activator -0.5%, EPAC2 antag 11% and CCT modulator 0.6.
COc1cc(NC(=O)[C@H](C)NC(=O)N2CCn3c2nc2ccccc23)cc(OC)c1 was read as pAkt inh inactive, TGFb SMAD3 inh 6%, Nrf2 inh -3%, A549 viability 0%, EPAC2 agonist 6%, Mm-Cpn inhibitor -1%, Nrf2 activator 1.4%, EPAC2 antag -12% and CCT modulator -1.5.
`Cc1ccc(SCC(=O)Nc2cccc(C)c2)cc1` gave pAkt inh inactive, TGFb SMAD3 inh -12%, Nrf2 inh inconclusive, A549 viability inconclusive, EPAC2 agonist -2%, Mm-Cpn inhibitor -2%, Nrf2 activator 2.2%, EPAC2 antag -9% and CCT modulator 0.9.
Screening Cn1c(=O)c2c(nc(CN3CCOCC3)n2CCN2CCOCC2)n(C)c1=O returned TGFb SMAD3 inh -19%, A549 viability 3%, EPAC2 agonist 4%, Mm-Cpn inhibitor 4%, Nrf2 activator -0.9%, EPAC2 antag -15% and CCT modulator -1.8.
Screening O=C(O)CCCNc1n[nH]c(=O)[nH]c1=O returned pAkt inh inactive, TGFb SMAD3 inh 2%, Nrf2 inh -6%, A549 viability 1%, EPAC2 agonist 5%, Mm-Cpn inhibitor 1%, Nrf2 activator 0.4%, EPAC2 antag 8% and CCT modulator -1.9.
Screening C=CCc1cc(Cl)ccc1OCCCNC(C)C returned pAkt inh inactive, TGFb SMAD3 inh -11%, Nrf2 inh 2%, A549 viability -3%, EPAC2 agonist 2%, Mm-Cpn inhibitor 1%, Nrf2 activator 0.6%, EPAC2 antag -9% and CCT modulator -2.9.
`O=C(NCc1ccccn1)c1ccccc1-c1ccccc1` gave pAkt inh inactive, TGFb SMAD3 inh 8%, Nrf2 inh 13%, A549 viability 4%, EPAC2 agonist -1%, Mm-Cpn inhibitor -4%, Nrf2 activator -0.1%, EPAC2 antag -4% and CCT modulator 1.5.
`CCCC(O)(c1ccc(OC)cc1)C(CN1CCOCC1)c1ccccc1` (configuration not stated) gave pAkt inh inactive, TGFb SMAD3 inh 0%, Nrf2 inh -3%, A549 viability -4%, EPAC2 agonist 9%, Mm-Cpn inhibitor -2%, Nrf2 activator 0.7%, EPAC2 antag 2% and CCT modulator -9.1.
O=C1CSC(=S)N1c1cccc(F)c1 was read as pAkt inh inactive, TGFb SMAD3 inh inconclusive, Nrf2 inh -4%, A549 viability -2%, EPAC2 agonist 2%, Mm-Cpn inhibitor -1%, Nrf2 activator 2.3%, EPAC2 antag -15% and CCT modulator -3.3.
For NC(=O)c1ccc(NC(=O)COC(=O)c2ccccc2Nc2ccccc2)cc1 the results were pAkt inh inactive, TGFb SMAD3 inh 2%, Nrf2 inh -5%, A549 viability 0%, EPAC2 agonist 3%, Mm-Cpn inhibitor 2%, Nrf2 activator -0.3%, EPAC2 antag 3% and CCT modulator -10.
For O=C(COC(=O)c1ccco1)NC12CC3CC(CC(C3)C1)C2 the results were pAkt inh inactive, TGFb SMAD3 inh 3%, Nrf2 inh 1%, A549 viability -3%, EPAC2 agonist -3%, Mm-Cpn inhibitor 0%, Nrf2 activator -0.9%, EPAC2 antag 5% and CCT modulator 1.3.
Screening COc1ccccc1NC(=O)C1CC(C(C)C)OC1=O (configuration not stated) returned pAkt inh inactive, TGFb SMAD3 inh -3%, Nrf2 inh -22%, A549 viability -12%, EPAC2 agonist -2%, Nrf2 activator -0.2%, EPAC2 antag 3% and CCT modulator -0.2.
For Cc1ccc(-c2nc(C)sc2CC(=O)Nc2nnc(C)s2)cc1 the results were pAkt inh inactive, TGFb SMAD3 inh -5%, Nrf2 inh inconclusive, A549 viability -4%, EPAC2 agonist -2%, Mm-Cpn inhibitor -4%, Nrf2 activator 0.1%, EPAC2 antag -1% and CCT modulator 3.8.
`CN(Cc1nc(-c2cnccn2)no1)CC1CCN(Cc2ccccc2)CC1` gave pAkt inh inactive, TGFb SMAD3 inh -9%, Nrf2 inh 2%, A549 viability 8%, EPAC2 agonist 7%, Mm-Cpn inhibitor 0%, Nrf2 activator -0.4%, EPAC2 antag 6% and CCT modulator 0.2.
Cc1ccc(N2CCN(C(=O)NCc3noc4ccc(C)cc34)CC2)c(C)c1 was read as TGFb SMAD3 inh inconclusive, Nrf2 inh inconclusive, A549 viability -4% and Nrf2 activator 5.9%.

Overlap with the part before: three compounds; new compounds follow.
For Cc1ccc(-c2nc(C)sc2CC(=O)Nc2nnc(C)s2)cc1 the results were pAkt inh inactive, TGFb SMAD3 inh -5%, Nrf2 inh inconclusive, A549 viability -4%, EPAC2 agonist -2%, Mm-Cpn inhibitor -4%, Nrf2 activator 0.1%, EPAC2 antag -1% and CCT modulator 3.8.
`CN(Cc1nc(-c2cnccn2)no1)CC1CCN(Cc2ccccc2)CC1` gave pAkt inh inactive, TGFb SMAD3 inh -9%, Nrf2 inh 2%, A549 viability 8%, EPAC2 agonist 7%, Mm-Cpn inhibitor 0%, Nrf2 activator -0.4%, EPAC2 antag 6% and CCT modulator 0.2.
Cc1ccc(N2CCN(C(=O)NCc3noc4ccc(C)cc34)CC2)c(C)c1 was read as TGFb SMAD3 inh inconclusive, Nrf2 inh inconclusive, A549 viability -4% and Nrf2 activator 5.9%.
Cc1nonc1OCCNCc1c(C(=O)N2CCCCCCC2)nc2ccc(Cl)cn12 was read as pAkt inh inactive, TGFb SMAD3 inh inconclusive, Nrf2 inh 3%, A549 viability -2%, EPAC2 agonist 5%, Mm-Cpn inhibitor 2%, Nrf2 activator 3.1%, EPAC2 antag 14% and CCT modulator 2.0.
Cc1ccc(Cl)cc1NC(=O)C1CCN(C(=O)c2cnn(-c3ccccc3)c2-n2cccc2)CC1 was read as TGFb SMAD3 inh inconclusive, Nrf2 inh -7%, A549 viability -15% and Nrf2 activator 9.5%.
`Cc1cc(-c2ccc(C)c(S(=O)(=O)N(C(C)C)C3CCCCC3)c2)on1` gave TGFb SMAD3 inh 0%, Nrf2 inh inconclusive, A549 viability -8% and Nrf2 activator 0.2%.
COc1ccc(CNC(=O)c2ccc3c(=O)n4c(nc3c2)CCCCC4)cc1OC was read as pAkt inh inactive, TGFb SMAD3 inh -29%, Nrf2 inh 6.5µM*, A549 viability -14%, EPAC2 agonist 3%, Mm-Cpn inhibitor 2%, Nrf2 activator 0.2%, EPAC2 antag -1% and CCT modulator 0.1.
For COc1ccc(NC(=O)c2c(-c3ccccc3)noc2C)c(OC)c1 the results were pAkt inh inactive, TGFb SMAD3 inh -3%, Nrf2 inh -14%, A549 viability -6%, EPAC2 agonist 9%, Mm-Cpn inhibitor 0%, Nrf2 activator -0.8%, EPAC2 antag 1% and CCT modulator 2.5.
`Cc1cc(C)cc(Nc2ccc(C(=O)O)cc2[N+](=O)[O-])c1` gave pAkt inh inactive, TGFb SMAD3 inh -5%, Nrf2 inh inconclusive, A549 viability -30%, EPAC2 agonist -15%, Mm-Cpn inhibitor 1%, Nrf2 activator 1.9%, EPAC2 antag -28% and CCT modulator -2.2.
`CCC(C)NS(=O)(=O)c1ccc(NC(=O)CCC2CCCCC2)cc1` (configuration not stated) gave pAkt inh inactive, TGFb SMAD3 inh inconclusive, Nrf2 inh -7%, A549 viability 8%, EPAC2 agonist 2%, Mm-Cpn inhibitor 0%, Nrf2 activator -1.2%, EPAC2 antag -12% and CCT modulator 0.3.
`CCOc1ncccc1C(=O)OCC(=O)N1CCN(S(=O)(=O)c2ccccc2)CC1` gave pAkt inh inactive, TGFb SMAD3 inh -3%, Nrf2 inh 2%, A549 viability -3%, EPAC2 agonist -5%, Mm-Cpn inhibitor 1%, Nrf2 activator 0.3%, EPAC2 antag 6% and CCT modulator -1.1.
Screening Cc1c(Cl)cccc1NC(=O)CC(NCCN1CCOCC1)C(=O)O (configuration not stated) returned pAkt inh inactive, TGFb SMAD3 inh 0%, Nrf2 inh 11%, A549 viability 0%, EPAC2 agonist 0%, Nrf2 activator -1.1%, EPAC2 antag 18% and CCT modulator -0.5.
Oc1ccc(CCc2ccccn2)cc1 was read as pAkt inh inactive, TGFb SMAD3 inh 8%, EPAC2 agonist 13%, Nrf2 activator -0.2%, EPAC2 antag 7% and CCT modulator 0.3.
For CC1=C(C(=O)Nc2ccccc2)C2(CCCCC2)C(C(N)=O)C(=S)N1 (configuration not stated) the results were pAkt inh inactive, TGFb SMAD3 inh -17%, Nrf2 inh 9%, A549 viability -5%, EPAC2 agonist -2%, Mm-Cpn inhibitor -4%, Nrf2 activator -0.7%, EPAC2 antag 18% and CCT modulator 1.4.
Screening NC(=O)CCCc1nc(-c2ccccc2)no1 returned pAkt inh inactive, TGFb SMAD3 inh inconclusive, Nrf2 inh 10%, A549 viability -3%, EPAC2 agonist -1%, Mm-Cpn inhibitor 1%, Nrf2 activator -0.5%, EPAC2 antag 0% and CCT modulator 0.9.
COc1cc(C(=O)OCC(=O)N2CCC(C)CC2)cc2c1OCCO2 was read as pAkt inh inactive, TGFb SMAD3 inh 7%, Nrf2 inh 3%, A549 viability 8%, EPAC2 agonist 1%, Mm-Cpn inhibitor 0%, Nrf2 activator 0.3%, EPAC2 antag 12% and CCT modulator 1.8.
COc1ccc(-n2nnc3c(=O)n(CC(=O)NCC4CCCO4)cnc32)cc1 (configuration not stated) was read as pAkt inh inactive, TGFb SMAD3 inh 25%, A549 viability -2%, EPAC2 agonist 9%, Mm-Cpn inhibitor 0%, Nrf2 activator 0.1%, EPAC2 antag 10% and CCT modulator -0.2.

This is a subset (hit frequency here may not be typical).
